Screening results (PubChem BioAssay)
GPR151 ag = activators of human GPR151 | Q8TDV0 | PathHunter beta-arrestin GPR151 cells, luminescence | activation, % at 11.2 µM | 650,000 compounds, 1% hits | AID 1508602; in the data active means activation above about 4.9%;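 further: 0% = median of compound wells and 100% = cells with positive control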
Target sequence (Q8TDV0 whole entry, looked up): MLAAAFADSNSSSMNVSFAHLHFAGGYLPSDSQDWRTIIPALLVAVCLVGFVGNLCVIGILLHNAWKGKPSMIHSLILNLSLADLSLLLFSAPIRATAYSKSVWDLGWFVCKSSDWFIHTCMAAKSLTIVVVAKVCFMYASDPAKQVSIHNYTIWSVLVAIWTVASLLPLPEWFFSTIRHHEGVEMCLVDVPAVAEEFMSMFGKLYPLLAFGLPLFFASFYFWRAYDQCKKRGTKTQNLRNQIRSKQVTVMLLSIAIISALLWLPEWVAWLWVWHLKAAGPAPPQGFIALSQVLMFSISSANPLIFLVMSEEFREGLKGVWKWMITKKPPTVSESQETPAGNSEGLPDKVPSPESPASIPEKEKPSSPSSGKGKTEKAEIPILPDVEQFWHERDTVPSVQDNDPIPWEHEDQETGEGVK
TEAD-YAP block = TEAD-YAP interaction inhibition | 640,000 compounds, 1.4% hits | inhibition, % at 9.12 µM | HEK-TIYL cells, TEAD-Gal4/YAP UAS-luciferase luminescence; in the data active means inhibition above about 32%;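 further: 0% = median of test compound wells and 100% = reference inhibitor wells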
MITF primary = blocks human microphthalmia-associated transcription factor | AID 1259374 | inhibition, % at 2.6 µM | O75030 | 650,000 compounds, 0.91% hits | AlphaScreen MITF homodimerization, bead proximity signal; in the data active means inhibition above about 50%;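 further: 0% = vehicle wells with protein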
Target sequence (O75030 whole entry, looked up): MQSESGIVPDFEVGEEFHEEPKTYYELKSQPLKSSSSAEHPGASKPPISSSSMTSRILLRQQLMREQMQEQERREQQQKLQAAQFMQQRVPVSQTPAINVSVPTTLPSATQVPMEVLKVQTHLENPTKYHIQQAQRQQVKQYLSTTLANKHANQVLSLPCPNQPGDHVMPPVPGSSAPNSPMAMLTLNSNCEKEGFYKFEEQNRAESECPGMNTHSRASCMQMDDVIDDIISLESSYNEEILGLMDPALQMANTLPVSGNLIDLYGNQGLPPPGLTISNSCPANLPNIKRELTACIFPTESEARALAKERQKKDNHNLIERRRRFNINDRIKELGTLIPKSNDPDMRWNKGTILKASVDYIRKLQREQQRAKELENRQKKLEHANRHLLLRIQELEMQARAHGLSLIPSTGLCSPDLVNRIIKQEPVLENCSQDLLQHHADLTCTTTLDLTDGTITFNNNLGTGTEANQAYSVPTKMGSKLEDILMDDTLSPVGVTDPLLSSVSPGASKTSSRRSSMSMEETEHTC
FBW7 activator = activators of human E3 ligase FBW7 | Q969H0 | AlphaScreen FBW7–phospho-cyclin E peptide binding, activator screen | normalized activity (activation), % at 26.1 µM | 650,000 compounds, 0.13% hits | AID 1259310; in the data active means normalized activity above about 1.9%;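 further: purified mutant Fbw7 with reduced substrate affinity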
* marks the source's active call; other numbers are inactive results; x = not tested or not shown.

Short keys – A = GPR151 ag; B = TEAD-YAP block; C = MITF primary; D = FBW7 activator
Cc1c(/C=N/NC(N)=S)c2ccccn2c1C(=O)c1ccncc1
  A: -2.6; B: 1; C: -14; D: 0.0
O=C(CN1C(=O)CSCC1=O)Nc1ccc([N+](=O)[O-])cc1
  A: 2.4; B: 4; C: -1; D: 0.0
CC(=O)c1ccc(S(=O)(=O)NC(C)c2ccccc2)cc1 (stereo not drawn)
  A: -1.5; B: -8; C: 1; D: 0.0
Cc1ccnc(NC(=O)/C=C/c2ccccc2[N+](=O)[O-])c1
  A: -4.3; B: 31; C: -12; D: 0.1
CCCCNC(=S)N/N=C/c1cc(OC)c(OC(C)=O)c(OC)c1
  A: 0.1; B: -3; C: 4; D: 0.0
CCNCc1cc(Br)ccc1OCC(N)=O
  A: -0.7; B: -7; C: 16; D: 0.3
Cn1c(=O)[nH]c2nnc(-c3ccc(Cl)c(Cl)c3)nc2c1=O
  A: -2.7; B: -27; C: 6; D: 0.1
COc1cccc(-c2cc3nc4c(c(N5CCC6(CC5)OCCO6)n3n2)CCC4)c1
  A: 0.5; B: 7; C: 4; D: 0.2
C/C=C/c1ccc(Oc2nc(C)nc3sc4c(c23)CCC4)c(OC)c1
  A: 0.3; B: -7; C: 1; D: -0.1
CC1CCCC(C)N1/N=C/c1ccc(C#N)cc1 (stereo not drawn)
  A: -1.2; B: 2; C: 4; D: 0.1
Cc1cn2c3c(=O)n(Cc4ccccc4)c(=O)n(C)c3nc2n1C
  A: 0.1; B: 8; C: 5; D: 0.1
Cc1ccnc(NS(=O)(=O)c2ccc(-n3cccn3)cc2)c1
  A: 1.9; B: -6; C: 5; D: 0.1
O=C(CCC(=O)Nc1ccc(F)cc1)N/N=C/c1cc(Br)ccc1O
  A: 0.7; B: 29; C: -8; D: -0.1
O=C(CSc1nnc(-c2ccc(Cl)cc2)o1)OCC(=O)c1ccccc1
  A: -0.3; B: -4; C: -8; D: -0.1
COc1cc(OC)c(OC)cc1/C=C1\N=C(c2ccccc2F)OC1=O
  A: 1.3; B: -25; C: -3; D: -0.1
Cc1cc(C)c2cccc(N=Cc3nc(-c4ccccc4)oc3O)c2n1
  A: 0.5; B: -2; C: 4; D: 0.0
O=C(NCCCO)C(=O)NCc1ccccc1Cl
  A: 4.4; B: -3; C: 20; D: 0.0
CCC(=O)NC(=S)Nc1cccc(NC(=O)c2ccccc2)c1
  A: 1.5; B: 5; C: 9; D: -0.3
CN1CCOCCOCCN(C)C1=S
  A: -1.2; B: -23; C: 21; D: 0.5
CCCCCCCCCCCCCCCCCCCCCCCCCCCCCCO
  A: 4.5; B: x; C: -8; D: x
O=C(COc1nc2ccccc2s1)N1c2ccccc2CCc2ccccc21
  A: -0.1; B: -13; C: 14; D: 0.8
COc1ccc(OC)c(C2=NOC(C(=O)N3CCC(C)CC3)C2)c1 (stereo not drawn)
  A: 0.4; B: 2; C: 5; D: 0.8
O=C(CN(Cc1ccccc1)S(=O)(=O)c1ccc(F)cc1)N1CCOCC1
  A: 3.8; B: 1; C: 4; D: 0.0
O=C1c2ccc(Oc3ccc(Br)cc3)cc2C(=O)N1CC1CCCO1 (stereo not drawn)
  A: -0.7; B: 2; C: 3; D: 0.1
Cc1nc2sc(C(c3ccc([N+](=O)[O-])cc3)N3CCC(O)CC3)c(O)n2n1 (stereo not drawn)
  A: -0.4; B: 7; C: 6; D: 0.1

Quoted from the listing:
For GPR151 ag, CCC(=O)NC(=S)Nc1cccc(NC(=O)c2ccccc2)c1 shows 1.5
For GPR151 ag, CC(=O)c1ccc(S(=O)(=O)NC(C)c2ccccc2)cc1 (stereo not drawn) shows -1.5

(further entries)
Short keys – A = GPR151 ag; B = TEAD-YAP block; C = MITF primary; D = FBW7 activator
O=C(NCc1ccc2c(c1)OCO2)C12CC3CC(CC(O)(C3)C1)C2
  A: -1.2; B: -6; C: -12; D: -0.2
Cc1cc(C(=O)CN2CCCC2)c(C)n1-c1ccc(Cl)cc1
  A: 1.4; B: -2; C: 13; D: 0.0
COc1cccc(NC(=O)CC(c2ccc(OC)c(OC)c2)N2Cc3ccccc3C2=O)c1 (stereo not drawn)
  A: 0.7; B: -10; C: 6; D: 0.8
CCOC(=O)c1nn(-c2ccccc2)c2oc(=O)c(NC(=O)c3ccc(F)cc3)cc12
  A: -0.6; B: 5; C: -17; D: 0.0
COc1ccc(/C=N/NS(=O)(=O)c2ccc(Cl)c([N+](=O)[O-])c2)cc1OCC(N)=O
  A: -0.3; B: 8; C: 2; D: 0.0
O=C(CN1CCC(c2nc3ccccc3[nH]2)CC1)Nc1cccc2ccccc12
  A: -2.5; B: 0; C: 6; D: 0.0
Cc1cc(/C=N/N2C(=O)c3ccccc3C2=O)c(C)n1-c1ccc(F)cc1
  A: 3.5; B: 10; C: 26; D: 0.2
O=C(CN1CCC(O)(c2cccnc2)CC1)Nc1ccccn1
  A: 0.7; B: 6; C: 15; D: 0.1
CCN1CCCCC1C(=O)N1CCOc2ccc(CN3CCN(C(C)=O)CC3)cc2C1 (stereo not drawn)
  A: 0.1; B: -2; C: -16; D: -0.1
C/C(N)=C(/C#N)C(=O)COC(=O)COc1ccc(Cl)cc1C
  A: -2.0; B: -8; C: 7; D: 0.0
COc1ccc(C2CC(c3ccccc3O)=NN2C(=O)c2ccco2)cc1OC (stereo not drawn)
  A: 1.4; B: -6; C: 13; D: -0.2
O=C(CC1(O)C(=O)N(Cc2cccc3ccccc23)c2ccccc21)c1ccc(F)cc1 (stereo not drawn)
  A: -0.6; B: 3; C: 14; D: 0.2
O=C(CCn1c(=S)[nH]c2cc3c(cc2c1=O)OCO3)N1CCc2ccccc2C1
  A: -0.9; B: 9; C: 20; D: 0.9
COc1cc(OC)c2cc(C(=O)O)n(C)c2c1
  A: 1.0; B: 6; C: 5; D: -0.1
COc1cc(NC(=O)C(c2ccccc2)c2ccccc2)c(C(=O)O)cc1OC
  A: -0.7; B: -5; C: 1; D: -0.1
CNC(=O)C1CC(=O)N/C(=N/N=C(/C)c2cccs2)S1 (stereo not drawn)
  A: 0.7; B: 4; C: 5; D: 0.2
CC1CC(C)CN(C(=O)c2ccc(S(=O)(=O)c3cccc(Cl)c3)c([N+](=O)[O-])c2)C1 (stereo not drawn)
  A: -1.9; B: 11; C: 9; D: 0.1
O=C(Cn1cnc2ccccc2c1=O)Nc1nnc(SCC(=O)c2ccccc2)s1
  A: 0.6; B: 7; C: -7; D: 0.0
CC(=O)Oc1cccc(/C=C2\N=C(c3ccc(Br)o3)OC2=O)c1
  A: -0.1; B: 11; C: 12; D: 0.3
Cc1ccc(C(=O)O/N=C(\N)c2ccc([N+](=O)[O-])cc2)cc1
  A: 0.3; B: -19; C: 9; D: 0.0
CCN1C(=O)c2cccc3c(NC(=O)c4ccccc4[N+](=O)[O-])ccc1c23
  A: -0.9; B: 4; C: -1; D: -0.1
O=C(Nc1nnc(-c2ccccc2)s1)c1ccc(Br)c(S(=O)(=O)N2CCOCC2)c1
  A: 2.4; B: 7; C: 7; D: 0.1
COc1ccc(-c2ccnc(Nc3ccc(-n4cnc(C)n4)cc3)n2)cc1F
  A: 1.0; B: -8; C: 6; D: 0.0
FC(F)(F)c1ccc(/C=N/n2cnnc2)cc1
  A: 0.9; B: -10; C: -9; D: 0.1
Cc1ncc(-c2ccc(F)cc2)c(C2CCCN(C(=O)c3ccc[n+]([O-])c3)C2)n1 (stereo not drawn)
  A: -1.4; B: -2; C: 9; D: 0.1

An excerpt of these results, comma-delimited:
Compound,GPR151 ag,TEAD-YAP block,MITF primary,FBW7 activator
COc1cc(NC(=O)C(c2ccccc2)c2ccccc2)c(C(=O)O)cc1OC,-0.7,-5,1,-0.1
CNC(=O)C1CC(=O)N/C(=N/N=C(/C)c2cccs2)S1 (stereo not drawn),0.7,4,5,0.2
CC1CC(C)CN(C(=O)c2ccc(S(=O)(=O)c3cccc(Cl)c3)c([N+](=O)[O-])c2)C1 (stereo not drawn),-1.9,11,9,0.1
O=C(Cn1cnc2ccccc2c1=O)Nc1nnc(SCC(=O)c2ccccc2)s1,0.6,7,-7,0.0
CC(=O)Oc1cccc(/C=C2\N=C(c3ccc(Br)o3)OC2=O)c1,-0.1,11,12,0.3
Cc1ccc(C(=O)O/N=C(\N)c2ccc([N+](=O)[O-])cc2)cc1,0.3,-19,9,0.0
CCN1C(=O)c2cccc3c(NC(=O)c4ccccc4[N+](=O)[O-])ccc1c23,-0.9,4,-1,-0.1

Other results follow:
Short keys – A = GPR151 ag; B = TEAD-YAP block; C = MITF primary; D = FBW7 activator
Cc1ncc2c(c1CNC(=O)c1ccoc1C)CCN(C(=O)Cc1c[nH]c3ccccc13)C2
  A: -0.2; B: 3; C: 1; D: 0.3
COc1cc(NS(=O)(=O)c2ccc(NC(=O)/C=C/c3ccccc3)cc2)nc(OC)n1
  A: 0.1; B: -5; C: -6; D: -0.1
Cc1ccc(NC(=O)/C(=C/c2cccc([N+](=O)[O-])c2)NC(=O)c2cccc(Cl)c2)cc1F
  A: -0.3; B: 1; C: 0; D: 0.0
COc1ccc(C)cc1S(=O)(=O)NC(C)C(=O)NC1CCCC1 (stereo not drawn)
  A: -0.2; B: 9; C: -1; D: 0.0
N#Cc1ccccc1OCC(=O)N/N=C/c1ccccc1
  A: 0.1; B: -8; C: -7; D: 0.1
CC1CCCN(C2=NC(=O)/C(=C/c3ccc(O)cc3)S2)C1 (stereo not drawn)
  A: -1.4; B: 49*; C: 11; D: 0.1
O=C1CCCN1CCn1cnc2c(NCCN3CCOCC3)nc(Nc3cnccn3)nc21
  A: 0.3; B: 8; C: 7; D: 0.0
CC1(C)CC(=O)C2=C(C1)Nc1cc(Cl)ccc1S2
  A: -0.3; B: 3; C: 11; D: -0.1
CC1(C)OCC(C2OC3OC(C)(C)OC3C2O)O1 (stereo not drawn)
  A: -0.5; B: -9; C: -3; D: 0.1
O=C(NCCNc1ccc([N+](=O)[O-])cc1Cl)c1cc2ccccc2o1
  A: -1.2; B: -10; C: -18; D: 0.2
Cc1cc(Nc2ccccc2C)c2cc(C(=O)O)ccc2n1
  A: 0.6; B: 2; C: 4; D: -0.1
CCOC(=O)C1CCN(C(=O)/C=C/c2ccc(F)cc2)CC1
  A: -0.1; B: -36; C: 71*; D: 0.0
O=c1[nH]cnc2nc(N/N=C/c3ccccc3Cl)[nH]c12
  A: -0.5; B: 8; C: 12; D: 0.3
Cc1cccc(C(=O)Nc2sc3c(c2C(=O)NC(C)(C)C)CCC3)c1
  A: 0.4; B: 1; C: 6; D: -0.1
O=C(CNc1ccc(I)cc1)N/N=C/c1ccc(O)cc1
  A: 0.1; B: 2; C: 1; D: 0.1
CCC[C@@H]1NC(=O)[C@H]2CN(Cc3cccc4cccnc34)CCN2C1=O
  A: -1.6; B: 2; C: -10; D: -0.2
COc1ccc(-c2nc(C(=O)NCCCN3CCCC3=O)cs2)cn1
  A: 0.0; B: 16; C: 1; D: -0.1
CCOc1ccc(NS(=O)(=O)c2cn(CC(=O)OC)c3ccc([N+](=O)[O-])cc23)cc1
  A: -1.0; B: 0; C: 17; D: 0.4
CCOc1ccc(-n2c(O)c(C=Nc3ccccc3CO)c3ccccc3c2=O)cc1
  A: 1.5; B: 20; C: -6; D: 0.1
O=S(=O)(c1ccc(Br)s1)N1CCN(c2ccc(Cl)cc2)CC1
  A: 0.0; B: -6; C: -5; D: -0.1
CC(=O)Nc1ccc(Nc2nc(Nc3cccc(N(C)C)c3)nc3nc[nH]c23)cc1
  A: 0.6; B: -11; C: 1; D: -0.2
Cc1ccc(Nc2nc3ccc(C)cc3n3nnnc23)cc1
  A: 0.6; B: 7; C: 6; D: 0.0
CCC(CC)C(=O)N1CCN(c2ccccc2OC)CC1
  A: -0.4; B: 6; C: 4; D: 0.1
COc1ccc(-c2cc(C(F)(F)F)n3nc(C(=O)N4CCCc5ccccc54)cc3n2)cc1
  A: 2.6; B: 15; C: -7; D: -0.2
CCCCN(C)CCCNC(=O)Cn1c2ccccc2c2nc(=O)cc(C)n21
  A: -0.1; B: 1; C: 3; D: 0.3
O=C(Nc1ccc2oc(-c3cccc4c(Br)cccc34)nc2c1)c1cc2ccccc2o1
  A: -0.9; B: 9; C: 8; D: 0.1
CCCN(CCC)C(=O)Cc1ccc(OC)cc1
  A: 0.5; B: -6; C: -5; D: -0.2
CC(=O)Nc1ccccc1-n1c(C)c(C(C)=O)c(C(C)=O)c1C
  A: -0.8; B: 4; C: 24; D: 0.1
COc1ccc(N2C(=O)CN(C(=O)c3cccc(C)n3)CC2(C)C)cc1
  A: 0.8; B: -4; C: 13; D: -0.1
C/C(=N/Nc1ccc([N+](=O)[O-])cc1[N+](=O)[O-])c1ccccc1Cl
  A: 0.4; B: -2; C: 1; D: -0.2
Cc1cccnc1NC(=O)c1c(O)c2ccccc2[nH]c1=O
  A: 0.2; B: -4; C: 0; D: 0.3

The order is random; 3.4% or so of the library scored in one or more.
